Compound activity: PubChem BioAssay, Broad Institute
INS-1E GSIS act: GLuc luminescence reporter in INS-1E cells, primary screen for activators of glucose-dependent secretion of insulin | INS-1E GLuc reporter insulin secretion, 2-3 h | activation, % at 16.6 µM | 0.61% of 370,000 active | AID 743287;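 active = lowest replicate activation of at least 40%, so every replicate reaches that level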;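 also: 0% = median of neutral control wells and 100% = median of IBMX positive control wells; some compounds called inactive have numbers as strong as hits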
ERp5 inh: ERp5 (human) disulfide isomerase inhibition; Q15084; ERp5 insulin aggregation, absorbance 650 nm, 90 min; inhibition, % at 9.99 µM; 0.05% of 350,000 active; AID 651711;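 active = mean replicate inhibition above about 25%, with every replicate also reaching it, limit read from the data, passing the limit was not always enough; inconclusive = only one of those two criteria met; inactive = neither criterion met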
Target sequence (Q15084 whole entry, looked up): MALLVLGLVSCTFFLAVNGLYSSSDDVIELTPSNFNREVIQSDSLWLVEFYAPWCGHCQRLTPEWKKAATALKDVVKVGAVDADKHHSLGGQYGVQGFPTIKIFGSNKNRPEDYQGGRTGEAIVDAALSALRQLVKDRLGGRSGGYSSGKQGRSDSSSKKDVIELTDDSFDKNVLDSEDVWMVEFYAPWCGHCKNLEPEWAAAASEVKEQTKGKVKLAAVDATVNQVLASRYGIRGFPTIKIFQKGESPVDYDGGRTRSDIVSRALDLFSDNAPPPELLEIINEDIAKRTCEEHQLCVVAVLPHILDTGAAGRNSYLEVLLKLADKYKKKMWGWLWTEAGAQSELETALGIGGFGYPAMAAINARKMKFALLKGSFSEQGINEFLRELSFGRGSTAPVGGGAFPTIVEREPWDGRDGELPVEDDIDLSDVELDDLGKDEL
XiGFP reactiv: X-chromosome reactivation activator; XiGFP mouse fibroblasts, % GFP-positive cells imaging, 3 d; cells co-treated with 5-aza-dC sensitizer; scaled so ellipticine positive control = 100%; activation, % at 7.58 µM; 0.055% of 360,000 active; AID 743238;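 active = mean normalized replicate activation at least 10% and every replicate at or above 10%; inconclusive = only one of the two criteria met; inactive = mean below 10% and not all replicates reach 10%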;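 also: 0% = median of on-plate neutral control wells and 100% = ellipticine 6 µM median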
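System: 68-5-11 XiGFP fibroblast line; Timing: 3 days compound exposure; Compound dosing: one concentration, pinned; Benchmarks: positive control ellipticine, 6 µM final; Buffer or medium: DMEM containing 5-aza-dC.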
F508del corr: CFTR F508del correction in bronchial cells. CFBE cells, YFP halide quenching; stimulated with forskolin plus potentiator P3; % fluorescence drop versus neutral controls. activity (quench increase), % at 7.58 µM. 0.36% of 350,000 active;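 active = mean added fluorescence quench of at least 8% versus neutral control, with both replicates also reaching 8%; inconclusive = only one of the mean or replicate conditions met; inactive = mean below 8% and not both replicates reaching 8%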;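 also: cells transiently co-express mutant CFTR-F508del with the halide-sensitive YFP; corrector assay measuring rescue of mutant channel to the surface after 24 h compound exposure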
PAX8 reporter: PAX8 transcriptional activity inhibition; RMG-I TPO-luciferase reporter, SteadyGlo, 24 h; inhibition, % at 12.6 µM; 1.2% of 360,000 active;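 active = mean replicate inhibition at least 60% with every replicate also reaching 60%; inconclusive = only one of the two criteria is met; inactive = mean below 60% and not all replicates reaching 60%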;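 also: luciferase light reporting Pax8 driven TPO promoter activity; plate controls were median of neutral control wells for no effect and mitoxantrone controls for full effect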
EWS-Fli block: blocks EWS/Fli oncoprotein-driven transcription. A673 NR0B1-luciferase reporter, viability-normalised. AID 651661. 0.67% of 350,000 active. inhibition, % at 12.6 µM;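 active = mean inhibition of at least 50% after viability correction, with every replicate also passing that limit; inconclusive = mean reaches 50% but only one of two replicates passes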;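 also: firefly luciferase signal divided by Alamar Blue viability fluorescence both relative to DMSO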
ARNT-TACC3 inh: disrupts binding between human ARNT and TACC3; Q9Y6A5; AlphaScreen His-ARNT PAS-B/GST-TACC3 binding, luminescence; TACC3 fragment carries E629A point mutation; inhibition, % at 9.99 µM; 0.66% of 390,000 active; AID 623870;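 active = mean inhibition of replicates at least 50% and at least half of replicates each reaching 50%; inconclusive = half or more replicates reach 50% but mean below 50%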;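 also: 0% = complete ARNT plus TACC3 wells and 100% = ARNT alone without TACC3; many hits fall short of the cut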
DENV2 CPE: DENV2-induced cell death inhibition; DENV2-infected cells, cytopathic effect rescue, plate reader; CPE inhibition, % at 9.99 µM; 1.7% of 350,000 active; in the data active = CPE inhibition above about 20%, passing the limit was not always enough; inconclusive = no clear call, values can overlap the other calls; tested in BHK-21 cells;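 also: 0% = median of neutral control wells and 100% = median of positive control wells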
Starred values were filed as active, the others as inactive; ? = inconclusive; · = not tested or not shown.

The line under a structure holds: INS-1E GSIS act, ERp5 inh, XiGFP reactiv, F508del corr, PAX8 reporter, EWS-Fli block, ARNT-TACC3 inh, DENV2 CPE
1	CC1(C)C(=O)Nc2ccccc2N1C(=O)COC(=O)c1cc(S(C)(=O)=O)ccc1Cl
→ 30, 0, 0.0, 1.7, -13, -6, 5, -5
2	CCO[C@@H]1OC(C(=O)NC2CC2)=C[C@H](C2CC2)[C@H]1CCCO
→ 12, -2, 0.1, 3.0, 27, 9, -1, -2
3	O=C(C[C@H]1C[C@@H]2c3cc(NC(=O)C4CCC4)ccc3O[C@@H]2[C@@H](CO)O1)NCc1ccccc1F
→ 1, -3, -0.1, 3.3, 13, 43, -17, 9
4	COc1ccc(-n2nnnc2SCC(=O)Nc2ccccc2N2CCOCC2)cc1OC
→ 0, 1, 0.1, ·, 16, -1, 0, 19
5	Cc1ccc(C2(C)NC(=O)N(CC(=O)NNC(=O)c3ccccc3)C2=O)cc1 (stereo not drawn)
→ 9, -2, 0.3, 0.4, 3, -7, -2, -4
6	CCCNC(=O)N1CCC2(CC1)CN(C(C)=O)[C@H](CO)c1c2c2ccc(OC)cc2n1C
→ 27, ·, 0.3, -1.7, ·, 19, ·, -12
7	COc1cccc(-c2nc(CS(=O)(=O)CC(=O)N3CCc4ccccc4C3)c(C)o2)c1
→ 12, -5, 0.2, 0.7, 5, -4, -1, -3
8	CCCNC(=O)C[C@@H]1C[C@@H]2c3cc(NC(=O)Nc4ccccc4)ccc3O[C@@H]2[C@H](CO)O1
→ 0, ·, 0.0, 2.0, 6, 3, -9, -9
9	CC(=O)Nc1ccc(NC(=O)Nc2ccc(C)c(C)c2)cc1
→ -5, 5, 0.1, 1.1, -37, -25, ·, -1
10	CC(=O)Nc1ccc(CN2CCC(n3nccc3NC(=O)CCc3ccccc3)CC2)cc1
→ 19, -2, 0.0, -2.3, 18, ·, 1, 1
11	CC(C)CC(=O)NC(=S)Nc1sc2c(c1C(N)=O)CCC2
→ -17, 3, 0.2, -2.9, -118, -102, -12, -1
12	COC(=O)[C@]12C[C@H](CC(=O)N3CCCCC3)C(=O)N(Cc3ccccc3)C1=C[C@H](C(C)(C)C)O[C@@H]2C
→ ·, -10, 0.1, -4.9, -8, 0, ·, 6
13	COc1ccc(C(=O)Nc2ccc3c(c2)OCO3)cc1S(=O)(=O)N1CCOCC1
→ -4, 8, 0.0, -4.3, 22, 11, ·, 2
14	CCCn1cc(C(=O)N(C)C2CCCN(Cc3ccccc3F)C2)c(C)n1 (stereo not drawn)
→ 4, -7, -0.1, -1.6, ·, -3, 4, ·
15	C[C@@H]1CN([C@H](C)CO)C(=O)c2cc(NC(=O)Nc3ccc(F)cc3)ccc2O[C@@H]1CN(C)S(C)(=O)=O
→ -8, 11, -0.3, 4.6, 2, 9, -1, 5
16	C[C@H]1CN([C@@H](C)CO)C(=O)Cc2cc(NC(=O)Nc3ccc(F)cc3)ccc2O[C@@H]1CN(C)Cc1ccc(Oc2ccccc2)cc1
→ -10, -2, -0.1, 0.0, -13, 9, -10, 3
17	Cc1[nH]c(=S)c(C#N)c(C)c1CCC#N
→ 1, -1, 0.0, -2.0, -1, 8, -4, -2
18	CCCCOC(=O)c1ccc(NC(=S)N2CCN(c3ncc4c(=O)c(C(=O)O)cn(CC)c4n3)CC2)cc1
→ 9, -1, 0.0, 0.2, -8, -2, -9, 6
19	Cc1noc(C)c1NC(=O)N(C)C[C@@H]1OCCCC[C@H](C)Oc2ccc(NC(=O)Nc3ccc(C(F)(F)F)cc3)cc2C(=O)N([C@H](C)CO)C[C@@H]1C
→ 0, -1, 0.1, 0.9, 18, 7, 0, -1
20	Cc1ccc(S(=O)(=O)NC(CC(C)C)C(=O)N2CCOCCOCCOCCOCC2)cc1 (stereo not drawn)
→ 9, 4, 0.2, 0.2, -8, 0, 26, 7
21	COc1ccc(Cc2nnc(SCc3nc4ccccc4c(=O)[nH]3)o2)cc1
→ 4, -8, ·, -3.5, ·, 12, -4, ·
22	O=C(Nn1cnc2ccccc2c1=O)c1ccc([N+](=O)[O-])cc1
→ 13, 2, 0.2, 1.3, 8, 3, -4, -6
23	Cc1nc(N2CCN(S(=O)(=O)c3ccccc3C#N)CC2)c2c(-c3ccccc3)csc2n1
→ -14, 1, 0.0, -1.8, -9, 1, 1, 14
24	O=C(Cc1ccccc1)NCC(=O)N1CCN(c2ccc(F)cc2)CC1
→ ·, 9, 0.3, 4.4, 9, -2, ·, 13
25	Cc1ccc(/C=N/NC(=O)c2nnn(-c3nonc3N)c2-c2cccs2)cc1
→ 0, 0, 0.2, -0.4, 4, ·, ·, -5
26	O=C(CCSc1ccc(Cl)cc1)N1CCN(c2ccc(O)cc2)CC1
→ -19, -4, 0.0, 3.0, -4, -5, 12, 2
27	CCCCCCCC(=O)OCC(COC(=O)CCCCCCC)OC(=O)CCCCCCC
→ -5, -1, ·, -3.2, ·, -6, ·, -9
28	COC(=O)c1ccc(N)c2c(N)ccc(C(=O)OC)c12
→ 21, 1, -0.1, 2.8, 15, -1, ·, ?
29	COc1ccc(-c2cn(CC[C@H]3CC[C@@H](NC(=O)c4cnccn4)[C@H](CO)O3)nn2)cc1
→ 3, -6, 0.6, 1.8, -11, -7, 0, 0
30	COc1cccc(/C=C2\SC(=S)N(N3CCOCC3)C2=O)c1OC
→ -8, ·, -0.1, ·, -73, ·, -15, ·
31	CCCNC(=O)C[C@@H]1CC[C@H]2[C@@H](COC[C@@H](O)CN2C(=O)Nc2cccc(Cl)c2)O1
→ -20, -1, 1.1, 0.4, ·, ·, -2, 2
32	Clc1cccc(N2CCN(Cc3nnc(-c4ccccc4)o3)CC2)c1
→ -15, 0, 0.2, -3.6, 21, -4, ·, -1
33	O=C(CS(=O)(=O)Nc1ccc(F)cc1Cl)Nc1ccc(F)cc1Cl
→ -72, -4, 0.0, 0.7, 3, 10, -5, -6
34	CCn1c(C(=O)O)c(CC(=O)NC2CCCCCC2)c2ccccc21
→ -5, -2, 0.4, 1.4, 12, 7, -10, 1
35	CO[C@H]1CN(C)C(=O)c2cc(NC(C)=O)ccc2OC[C@@H](C)N(C(=O)c2ccccc2F)C[C@H]1C
→ -9, 0, 0.2, -0.1, ·, 2, -2, -3
36	CCn1cc(CNC(=O)CSc2nc(-c3ccc(OC)c(OC)c3)cc(C(F)(F)F)n2)c(C)n1
→ 5, -4, -0.1, -0.7, 32, -1, 30, -2
37	Cc1occc1C(=O)NNC(=O)c1ccc(Br)o1
→ 16, -3, 0.0, -2.2, 0, 2, 1, 2
38	Nc1nc(NCCO)nc(NCC2CCCO2)c1[N+](=O)[O-] (stereo not drawn)
→ 34, -3, 0.0, 0.0, 37, -4, -7, 3
39	O=C(CNc1cccc(S(=O)(=O)N2CCCCC2)c1)Nc1ccc(C(F)(F)F)cc1
→ ·, 7, 0.0, 0.3, 18, 21, ·, 3
40	COc1cc([N+](=O)[O-])ccc1NC(=O)C1C2C=CC(C2)C1C(=O)O (stereo not drawn)
→ ·, 1, -0.2, ·, 4, 18, -2, -1
41	COc1ccccc1Nc1nc(N)nc(CSC(=S)N2CCCCC2)n1
→ 12, -3, -0.2, 5.1, -45, -44, -2, 16
42	CCOC(=O)N1CCN(c2c(NCc3ccc(N(C)C)cc3)c(=O)c2=O)CC1
→ 5, 4, 0.0, -3.2, -1, -4, -3, -4
43	Cc1noc(C)c1S(=O)(=O)Nc1ccc2c(c1)C(=O)N([C@@H](C)CO)C[C@H](C)[C@@H](CN(C)Cc1ccc(C(=O)Nc3ccccc3N)cc1)O2
→ -6, 0, -0.2, -6.2, 12, 20, ·, 14
44	CN(C)CC#Cc1ccc([C@H]2[C@H](CO)N3C(=O)CN(C(=O)Cc4cccnc4)C[C@@H]23)cc1
→ -19, -5, 0.7, -0.7, -3, -3, ·, 4
45	Cc1cc(C(=O)N2CCCC(C)(C(=O)NS(=O)(=O)C3CC3)C2)n(C(C)(C)C)n1 (stereo not drawn)
→ 38, 8, -0.2, -2.2, 4, 0, ·, 9
46	C/C(=N/NC(=O)CCc1ccccc1)c1ccco1
→ -19, -1, 0.0, -1.8, -24, -4, ·, 0
47	CC(=O)c1ccc(-n2nnnc2SCC(=O)Nc2sc(C)c(C)c2C#N)cc1
→ -13, 2, 0.0, 1.3, -12, -25, -4, -12
48	CCCCC[C@H](O)/C=C/[C@H]1CCC(=O)[C@@H]1CCCCCCC(=O)N1CCCCC1CO (stereo partly drawn)
→ -14, -3, 0.3, 2.1, 70*, 3, -9, -11
49	O=C(C1CCOCC1)N1C[C@H]2[C@@H](c3ccccc31)[C@H](CO)N2Cc1ccccc1Cl
→ -1, 1, 0.4, 1.0, 4, 5, -9, -4
50	COCC#Cc1ccc(CC[C@H]2O[C@H]3CC[C@@H](CO)O[C@H]3C[C@@H]2n2cc(C(C)(C)O)nn2)cc1
→ ·, 1, ·, 0.8, -18, 3, ·, 15
51	O=C(COC(=O)CC1SC(N2CCCC2)=NC1=O)Nc1ccc(Br)cc1 (stereo not drawn)
→ 7, 1, 0.2, -4.9, -7, -7, ·, -2
52	CC(=O)c1ccc(N2C(=O)CC(N3CCN(S(=O)(=O)c4ccc(C)c(C)c4)CC3)C2=O)cc1 (stereo not drawn)
→ -18, -4, -0.1, 0.9, 0, 1, 2, 3
53	Cc1ccc(NC(=O)CNC(=O)c2cccs2)cc1S(=O)(=O)Nc1ccc(Cl)cc1
→ -26, 9, 0.0, 2.3, 28, 0, 10, 10
54	C[C@@H](NC(=O)[C@@H]1[C@@H](CO)[C@@H]2Cn3c(cccc3=O)[C@H]1N2C(=O)C1CCCC1)c1ccccc1
→ 8, 0, 0.0, 2.5, ·, 2, 0, 1
55	CO[C@@H]1CN(C)C(=O)c2cc(NS(=O)(=O)c3cn(C)cn3)ccc2OC[C@@H](C)N(C)C[C@H]1C
→ 1, ·, -0.2, 0.9, 4, -1, 0, ·
56	Cc1cccc(C)c1NS(=O)(=O)c1ccc(OCCNS(C)(=O)=O)cc1
→ -6, -1, 0.4, 0.4, 15, 10, 0, 5
57	C[C@@H]1CN([C@H](C)CO)C(=O)c2cc(C3=CCCC3)cnc2O[C@H]1CN(C)C(=O)c1ccc2c(c1)OCO2
→ -7, 2, 0.0, 0.7, -12, -8, 3, -3
58	COc1ccc(NC(=O)N(C)C[C@H]2Oc3c(NC(=O)c4nc5ccccc5s4)cccc3C(=O)N([C@H](C)CO)C[C@H]2C)cc1
→ -16, -2, 0.6, 0.8, ·, -18, 7, 12
59	Cc1sc2ncnc(SCC(=O)N3CCCCC3)c2c1C
→ -4, 11, 0.4, 1.4, -13, -12, ·, -3
60	CCOc1ccc(NC(=O)N2CCC(c3nc4ccccc4o3)CC2)cc1
→ -16, -8, 0.4, -1.6, 24, -2, ·, -3
